From PubChem BioAssay
697 NFkB inh: inhibitors of the PMA/ionomycin-induced NF-kB reporter in 697 B cells | 697 B-cell NF-kB luciferase reporter, 16 h | inhibition, % at 4 µM | AID 435022 | 330,000 tested, 0.33% active; in the data active = inhibition above about 35%
Gli-Sufu block: blocks Gli-Sufu signaling in a luciferase reporter; Sufu-KO-LIGHT fibroblasts, Gli luciferase reporter luminescence; inhibition, % at 5 µM; 340,000 tested, 0.74% active; AID 588413;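 active = inhibition above about 55%, limit read from the data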;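 note: 0% = DMSO-treated cells and 100% = wells with medium but no cells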
Jurkat NFkB inh: lowers PMA/ionomycin-induced NF-kB signal in Jurkat cells. AID 435003. 330,000 tested, 0.53% active. PMA/ionomycin-induced NF-kB luciferase reporter, luminescence. inhibition, % at 4 µM
CCR6 antag: antagonists of human CCR6 receptor; P51684; inhibition, % at 20 µM; 340,000 tested, 0.49% active; CHO-K1 CCR6 PathHunter beta-arrestin, luminescence, CCL20-stimulated;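 active = compounds whose inhibition of the agonist-driven luminescence signal at 20 µM reaches about 50%, limit read from the data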;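 note: cells stimulated with CCL20 at 14 nM final; plate controls were DMSO with CCL20 for no effect and DMSO without agonist for full effect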
Target sequence (P51684 whole entry, looked up): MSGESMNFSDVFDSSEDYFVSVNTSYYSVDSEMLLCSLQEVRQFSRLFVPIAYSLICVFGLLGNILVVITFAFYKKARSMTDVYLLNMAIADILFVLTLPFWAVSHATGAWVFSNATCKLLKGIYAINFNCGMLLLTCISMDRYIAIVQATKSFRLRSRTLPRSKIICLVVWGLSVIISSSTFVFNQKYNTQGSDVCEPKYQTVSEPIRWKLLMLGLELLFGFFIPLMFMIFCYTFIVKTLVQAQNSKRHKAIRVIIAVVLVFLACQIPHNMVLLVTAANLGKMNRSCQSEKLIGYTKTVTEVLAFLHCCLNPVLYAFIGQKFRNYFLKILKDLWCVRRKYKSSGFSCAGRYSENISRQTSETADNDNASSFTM
SENP8 block: SENP8 protease inhibition | inhibition, % at 10 µM | Q96LD8 | purified SENP8, Z-RLRGG-aminoluciferin cleavage, luminescence | 330,000 tested, 1.2% active
Target sequence (Q96LD8 whole entry, looked up): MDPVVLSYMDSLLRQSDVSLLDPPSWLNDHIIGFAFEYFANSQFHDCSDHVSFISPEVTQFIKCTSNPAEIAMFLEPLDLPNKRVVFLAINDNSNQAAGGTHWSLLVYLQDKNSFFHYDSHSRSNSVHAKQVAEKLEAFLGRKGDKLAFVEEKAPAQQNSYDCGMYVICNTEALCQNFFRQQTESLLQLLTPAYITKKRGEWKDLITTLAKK
UBC13 polyUb: blocks human UBC13 polyubiquitin chain formation. TR-FRET. inhibition, % at 20 µM. 330,000 tested, 0.47% active; in the data active = inhibition above about 45%, passing the limit was not always enough
Target sequence (P61088 whole entry, looked up): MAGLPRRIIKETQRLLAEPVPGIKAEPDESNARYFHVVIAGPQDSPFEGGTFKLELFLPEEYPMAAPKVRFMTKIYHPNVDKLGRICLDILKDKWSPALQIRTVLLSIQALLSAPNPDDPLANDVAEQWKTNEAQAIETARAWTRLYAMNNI
Apaf1 inhib: inhibitors of human Apaf-1 apoptosome | O14727 | reconstituted apoptosome caspase-3 activity, DEVD-Rh110 fluorescence | inhibition, % at 20 µM | 330,000 tested, 0.71% active | AID 489030; active = inhibition of at least 40% at 20 µM;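 note: plate controls were DMSO wells for no effect and DEVD-CHO caspase inhibitor wells for full effect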
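Material: reconstituted apoptosome with Apaf-1, cytochrome c, caspase-9, procaspase-3, dATP; medium: pH 7.5 Hepes buffer with CHAPS, BSA, DTT; also added: cytochrome c and DEVD-Rh110 substrate; timing: 30 min plus 50 min, RT; signal: Rh110 fluorescence intensity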
EBI2 block: EBI2 (human) antagonism; P32249; EBI2 beta-arrestin recruitment, luminescence, 7a,25-OHC stimulated; inhibition, % at 5 µM; 360,000 tested, 0.81% active; AID 651636; in the data active = inhibition above about 38%;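 note: enzyme fragment complementation signal reports receptor beta-arrestin coupling in cells; 0% = agonist plus DMSO wells and 100% = wells without agonist; some results beyond the cut were filed as inactive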
Active calls of the source: *. Cut-off read from the data, not from the text of the source, unless noted: active = inhibition above about 50%; inactive = the rest. An excerpt, so the mix of outcomes need not match the whole.

Structure	697 NFkB inh	Gli-Sufu block	Jurkat NFkB inh	CCR6 antag	SENP8 block	UBC13 polyUb	Apaf1 inhib	EBI2 block
COc1ccc(OC)c(NC(=O)c2oc3c(c2C)C(O)CC(C)(C)C3)c1 (stereo not drawn)	-3	8	0	-2	-2	2	28	-6
Cc1ccccc1Nc1c(-c2ccc(N3CCOCC3)cc2)nc2ncccn12	-4	-6	10	5	0	10	-13	-1
O=C(CCC(=O)N1CCN(c2ccc(C(F)(F)F)cn2)CC1)c1cccs1	17	7	4	9	5	11	-1	1
Cc1cc(C)cc(NC(=O)C(OC(=O)c2cc[n+]([O-])cc2)c2ccccc2)c1 (stereo not drawn)	8	-8	2	12	8	0	-5	8
CCCC1NC(C(=O)O)Cc2c1[nH]c1ccccc21 (stereo not drawn)	-3	16	-9	11	-10	2	-4	3
COc1ccccc1CCNC(=O)Cn1c(=O)oc2ccccc21	10	-1	-22	4	7	4	4	7
CCN1CCN(S(=O)(=O)c2ccc(Cl)c(C(=O)N(C)Cc3ccco3)c2)CC1	17	1	6	2	9	-3	-2	9
CCCC(=O)Nc1sc2c(c1C(=O)OC)C(C(=O)OC)CC2 (stereo not drawn)	15	5	3	-7	-2	6	-2	3
COc1ccccc1NNC(=O)c1cccnc1Oc1ccccc1	7	3	-4	12	6	3	-6	10
COc1ccc(Cl)cc1C(=O)NNC(=O)COC(=O)CCN=C1NS(=O)(=O)c2ccccc21	15	2	7	18	4	3	4	4
C[C@@H](CN1CCC(Cc2ccccc2)CC1)[C@@H](O)c1ccc(O)cc1	-26	1	4	7	9	6	-7	-3
O=C(COC(=O)c1nc(Cl)ccc1Cl)Nc1ccc(Cl)cn1	13	-2	-2	1	-11	-8	6	-11
O=C(CCCN1C(=O)/C(=C/c2ccco2)SC1=S)Nc1cccc(C(=O)O)c1	26	7	-3	15	14	-12	6	-10
Cc1ccc(NC(=O)C(CC(=O)O)C2CCCO2)c(C)c1 (stereo not drawn)	3	9	-2	-2	-12	-10	1	-1
COC(=O)c1ccc(COC(=O)C(NC(=O)Cc2ccccc2)C(C)C)cc1 (stereo not drawn)	4	-8	19	-3	-5	-1	11	0
Cc1cc(C)nc(SCc2csc(N)n2)n1	-20	-7	22	-13	-2	-4	-4	-8
CCN(CC)CCOc1cccc(C(C)C)c1	14	10	-2	-16	-2	10	3	-4
CCN(C(=O)COC(=O)CCOc1ccccc1)c1c(N)n(Cc2ccccc2)c(=O)[nH]c1=O	-3	-1	-4	2	-6	12	-8	0
CCC(C)(C)NC(=O)c1ccc(S(=O)(=O)N2CCCCCC2)cc1	9	-5	-1	11	-6	-17	3	-7
COc1ccc2nc(NC(=O)c3ccccc3[N+](=O)[O-])sc2c1	-52	-19	-20	20	1	-1	8	-5
CCOc1cc2c3c(c1)C1(C(=O)N3C(C)(C)C=C2C)C(C#N)=C(N)Oc2cc(O)ccc21 (stereo not drawn)	27	27	0	16	-5	6	23	-14
C#CCNC(=O)C1=C[C@H](c2ccc(Br)cc2)C[C@H](OCc2ccc(CO)cc2)O1	-17	-2	14	15	-11	2	12	1
Cc1ccc(-c2nn(-c3ccccc3)cc2/C=C/C(=O)Nc2nccs2)cc1	-6	15	-14	-12	-5	8	-9	24
Cc1ccc(S(=O)(=O)/C(C#N)=C/c2c[nH]c3ccccc23)cc1	-25	3	-4	10	0	-7	0	10
CCCCNc1nc2ccccc2n1CC(=O)N1CCc2ccccc2C1	-6	8	-1	5	0	10	2	5
COc1ccc(-c2[nH]c(-c3ccccc3)nc2SCC(=O)Nc2nccs2)cc1	-15	-3	-19	2	6	3	-6	2
CN1C(N)=NC(=O)/C1=C/c1ccc(OC(F)(F)F)cc1	9	-9	-9	-3	-8	3	-3	2
O=C(NCc1ccccc1)c1ccccc1NC(=O)C1CCCCC1	8	7	-8	13	6	0	8	8
Cc1nn(C(C)C(=O)NCc2ccccc2)c(C)c1[N+](=O)[O-] (stereo not drawn)	15	2	6	0	-2	8	-33	-6
CCc1ccc(S(=O)(=O)N(C(=O)c2ccncc2)c2ccc(OC(=O)c3ccncc3)cc2)cc1	-1	10	-1	10	4	10	0	-4

Grouped by structure, the compounds so far with fluorine.
Structure	697 NFkB inh	Gli-Sufu block	Jurkat NFkB inh	CCR6 antag	SENP8 block	UBC13 polyUb	Apaf1 inhib	EBI2 block
O=C(CCC(=O)N1CCN(c2ccc(C(F)(F)F)cn2)CC1)c1cccs1	17	7	4	9	5	11	-1	1
CN1C(N)=NC(=O)/C1=C/c1ccc(OC(F)(F)F)cc1	9	-9	-9	-3	-8	3	-3	2

(listing goes on)
Structure	697 NFkB inh	Gli-Sufu block	Jurkat NFkB inh	CCR6 antag	SENP8 block	UBC13 polyUb	Apaf1 inhib	EBI2 block
CSc1nc2ccc(NC(=O)C3CC(=O)N(Cc4ccccc4)C3)cc2s1 (stereo not drawn)	-39	-24	-3	2	1	0	17	3
COc1ccc(/C=C2/C(=O)N(c3ccccc3)N=C2C)cc1OC	18	-14	6	16	2	-34	96*	8
COC(=O)c1[nH]c2ccccc2c1NC(=O)CN1CCN(C(=O)c2ccco2)CC1	10	-27	3	17	1	10	-11	-9
Cc1ccc2c(c1)N(CC(=O)N1CCCCC1)C(=O)C(C)O2 (stereo not drawn)	5	-4	-4	22	-5	0	-1	3
Nn1c(SC/C=C/c2ccccc2)nnc1-c1ccncc1	-13	19	-1	-1	-9	-5	7	-5
O=C(COC(=O)c1ccccc1-n1cnnn1)c1ccccc1	-23	-4	-7	6	3	-5	3	2
O=C(NCc1ccncc1)C1CCN(S(=O)(=O)c2cc(Cl)ccc2Cl)CC1	-6	-3	29	5	-3	-2	10	-8
O=C(c1cn(-c2ccccc2)nc1-c1ccc(F)cc1)N1CCOCC1	-2	-5	0	4	11	4	7	-7
CCC(C)Nc1nnc(SCC(=O)c2c(N)n(C3CC3)c(=O)[nH]c2=O)s1 (stereo not drawn)	3	2	-2	-2	-15	-22	4	-12
CC(C)C(NS(=O)(=O)c1ccc2c(c1)C(C)(C)C(=O)N2C)C(=O)NCc1ccccc1Cl (stereo not drawn)	14	6	1	7	-3	4	15	3
Nn1c(-c2ccco2)n[nH]c1=S	-1	0	-4	-1	5	0	-33	-3
COc1cccc(CNC(=O)C2CCCN(S(=O)(=O)c3cccc4nonc34)C2)c1 (stereo not drawn)	1	-5	13	4	-5	-8	-4	2
COc1cc(OC)cc(OC(=O)c2ccc3c(=O)n4c(nc3c2)CCC4)c1	-20	-13	8	9	-41	-12	-6	5
O=c1oc(-c2ccccc2[N+](=O)[O-])nc2ccccc12	21	-7	10	5	4	9	-3	2
Cc1cc(C(=O)NC(Cc2c[nH]c3ccccc23)C(=O)O)c(C)o1 (stereo not drawn)	16	-30	2	-11	-6	-1	-3	-16
CC(C)C1NC(=S)N(C2CCCCC2)C1=O (stereo not drawn)	14	0	-18	-1	-4	10	9	-9
CCOc1ccccc1NC(=O)COC(=O)c1c[nH]c2ccccc12	-51	-2	48	10	-11	-1	13	-9
Cc1cc(C)c(C)c(S(=O)(=O)N2CCN(C(=O)C3CSC4(C)CCC(=O)N34)CC2)c1C (stereo not drawn)	-10	-9	12	-5	1	-10	6	3
COC(=O)c1sc(NC(=O)c2c(C)noc2C)nc1C	8	6	-2	-7	13	-6	5	-5
N#Cc1c(NC(=O)c2ccc([N+](=O)[O-])o2)sc2c1CCC2	-115	-30	-32	31	47	-78	13	4
Cc1noc(C)c1S(=O)(=O)N1CCC(C(=O)N2CCN(C(=O)c3ccco3)CC2)CC1	13	1	3	18	-4	-5	-1	2
COc1ccc(S(=O)(=O)N(C)C[C@H]2Oc3c(NC(=O)Nc4ccc5c(c4)OCO5)cccc3C(=O)N([C@H](C)CO)C[C@@H]2C)cc1	15	10	-3	-6	-13	9	22	5
CCOc1c(Br)cc(C2NS(=O)(=O)N=C3CCCCCN32)cc1OC (stereo not drawn)	-20	-2	-17	-11	-11	-9	4	-2
Cc1ccc(-c2cc(C(F)F)nc3sc4c(=O)[nH]cnc4c23)cc1	11	6	7	-1	3	16	-15	0
CCOCC(=O)Nc1sc2c(c1C(=O)OCC)CCCC2	-7	-4	0	21	2	-7	24	3
Cc1cccc(C)c1NC(=O)C(C)c1ccc(-c2ccccc2)c(F)c1 (stereo not drawn)	14	4	-6	27	5	-6	13	19
Cc1c(C(=O)Nc2ccc(S(=O)(=O)Nc3ncccn3)cc2)oc2ccc(F)cc12	-5	-12	-6	5	-9	-4	10	-8
O=C(COC(=O)c1ccc(Cl)nc1)Nc1ncc(Cl)cc1Cl	2	-1	-6	-7	-7	-14	14	0
O=C(NC1CC2CCCC(C1)N2C(=O)Nc1ccc(Cl)c(C(F)(F)F)c1)C1CC1 (stereo not drawn)	-15	13	-7	13	5	2	9	4
Cc1ccc(NC(=O)C2CC2C)cc1S(=O)(=O)N1CCOCC1 (stereo not drawn)	12	-4	-1	3	3	-1	-4	-15

Whole records, quoted from the list:
COc1ccccc1CCNC(=O)Cn1c(=O)oc2ccccc21 is listed with 697 NFkB inh = 10; Gli-Sufu block = -1; Jurkat NFkB inh = -22; CCR6 antag = 4; SENP8 block = 7; UBC13 polyUb = 4; Apaf1 inhib = 4; EBI2 block = 7
COc1ccc(OC)c(NC(=O)c2oc3c(c2C)C(O)CC(C)(C)C3)c1 (stereo not drawn) is listed with 697 NFkB inh = -3; Gli-Sufu block = 8; Jurkat NFkB inh = 0; CCR6 antag = -2; SENP8 block = -2; UBC13 polyUb = 2; Apaf1 inhib = 28; EBI2 block = -6

Two compounds from above with just Apaf1 inhib, CCR6 antag and 697 NFkB inh.
mol	Apaf1 inhib	CCR6 antag	697 NFkB inh
O=C(NC1CC2CCCC(C1)N2C(=O)Nc1ccc(Cl)c(C(F)(F)F)c1)C1CC1 (stereo not drawn)	9	13	-15
Cc1ccc(NC(=O)C2CC2C)cc1S(=O)(=O)N1CCOCC1 (stereo not drawn)	-4	3	12

Later entries:
Structure	697 NFkB inh	Gli-Sufu block	Jurkat NFkB inh	CCR6 antag	SENP8 block	UBC13 polyUb	Apaf1 inhib	EBI2 block
CN(C)CCNc1ccc(Cl)cc1[N+](=O)[O-]	17	-7	4	5	-1	-58	-3	7
CC1CCN(C(=O)c2cc(S(=O)(=O)N3CCOCC3)ccc2N2CCCC2)CC1	1	-8	-2	6	1	-14	2	-12
COc1cc2nc(CN3CCN(S(=O)(=O)c4ccc(C)c(C)c4)CC3)[nH]c(=O)c2cc1OC	5	9	10	19	0	6	11	47*
COc1cc2c(cc1OC)CN(c1nc(CN3CCCC3)nc3sc(C)c(C)c13)CC2	-4	5	4	-28	-2	20	0	-61
CN(C(=O)COC(=O)c1ccc(Cl)nc1)c1c(N)n(Cc2ccccc2)c(=O)[nH]c1=O	-14	3	0	-13	8	-2	-1	2
COc1ccccc1NC(=O)c1nnn(CC(=O)Nc2cc(C)cc(C)c2)c1N	-3	-12	-12	14	2	-3	3	15
CC(=O)n1cc([C@@H]2C=C(C(=O)NCc3ccccc3)O[C@H](OCc3ccc(CO)cc3)C2)c2ccccc21	-21	-7	14	20	-7	-10	21	25
CN(Cc1cccc(F)c1)C(=O)CSc1nnc(C2CC2)n1C1CC1	8	-7	4	6	-2	-5	6	-1
Cc1nc(SCC(=O)NC2CCCCC2C)nc(C)c1C (stereo not drawn)	-31	2	-16	7	-10	-1	14	2
O=C(N/N=C/c1oc(O)c2ccccc12)c1ccccc1	-18	-3	-6	12	-15	-18	-2	-5
C=CCN(C(=O)CCC(=O)Nc1cc(C)on1)C(C(=O)NC1CCCC1)c1ccc(OC)cc1OC (stereo not drawn)	4	-8	19	4	0	1	2	-14
